# Assay outcomes from PubChem.
# Mtb RmlCD inh: M. tuberculosis RmlC/RmlD coupled enzyme inhibitors, primary screen, biochemical, compound mixtures, 384-well, from 1536-well plates. RmlC+RmlD coupled enzyme assay, percent inhibition; primary screen in compound mixtures. hit rate 0.03% among 160,000. inhibition, % at 3.6 µM. dTDP-4-dehydrorhamnose reductase (Mycobacterium tuberculosis (strain ATCC 25618 / H37Rv)) …; in the data active means inhibition mostly above about 34%, no sharp cut-off; inconclusive means no clear call, values can overlap the other calls; inactive means mostly below about 22%; further: some results filed as inactive read as strong as hits
# Target sequence (P9WH09 whole entry, looked up): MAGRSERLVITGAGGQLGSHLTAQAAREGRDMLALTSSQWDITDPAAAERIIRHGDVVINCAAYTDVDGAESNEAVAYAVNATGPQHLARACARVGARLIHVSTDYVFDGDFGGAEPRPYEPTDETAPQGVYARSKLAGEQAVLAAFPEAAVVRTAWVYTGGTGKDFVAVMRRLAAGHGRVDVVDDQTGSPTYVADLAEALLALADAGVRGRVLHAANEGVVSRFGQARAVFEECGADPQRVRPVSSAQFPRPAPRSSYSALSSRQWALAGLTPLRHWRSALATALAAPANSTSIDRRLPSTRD
# Target sequence (P9WH11 whole entry, looked up): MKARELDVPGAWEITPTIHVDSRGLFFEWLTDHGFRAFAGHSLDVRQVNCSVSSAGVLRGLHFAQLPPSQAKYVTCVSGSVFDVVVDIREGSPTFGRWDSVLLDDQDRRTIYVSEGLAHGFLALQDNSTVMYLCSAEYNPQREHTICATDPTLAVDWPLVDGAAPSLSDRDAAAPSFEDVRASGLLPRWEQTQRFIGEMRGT
# GlmU inhibition: inhibition of mycobacterial GlmU enzyme – biochemical, glucosamine-1-phosphate acetyltransferase (AID 1376). Bifunctional protein GlmU (Mycobacterium tuberculosis (strain ATCC 25618 / H37Rv)). M. tuberculosis GlmU acetyltransferase enzyme assay; higher % means a stronger effect. inhibition, %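 (tested at 30 µM in the primary screen)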, or IC50 in µM where a hit was titrated. hit rate 0.25% among 220,000; in the data active means inhibition above about 13%; inconclusive means no clear call, values can overlap the other calls;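 further: 0% = complete reaction with vehicle and 100% = reaction without substrate; strong numbers were not always called active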
# An asterisk follows results filed as active; ? = inconclusive; · = no result given.
# The opening four entries, to show the layout:
# Order of values – Mtb RmlCD inh, GlmU inhibition
Cc1cc(C)cc(Oc2nc(C(F)(F)F)nc3ccccc23)c1
  21, -1.2%
Cc1cccc(NC(=S)NC(=O)CC2CC(C)(C)OC2=O)c1 (centres undefined)
  -5, -4.8%
O=C(Nc1ccc(Cc2ccncc2)cc1)C1CCC(N2C(=O)C3CC=CCC3C2=O)CC1 (centres undefined)
  22, 2.2%
COc1ccc2c(c1)CCc1c(C(=O)Nc3ccn(Cc4ccc(C)cc4)n3)noc1-2
  ·, -3.6%

# The whole of this part, repeating the preview:
# Order of values – Mtb RmlCD inh, GlmU inhibition
Cc1cc(C)cc(Oc2nc(C(F)(F)F)nc3ccccc23)c1
  21, -1.2%
Cc1cccc(NC(=S)NC(=O)CC2CC(C)(C)OC2=O)c1 (centres undefined)
  -5, -4.8%
O=C(Nc1ccc(Cc2ccncc2)cc1)C1CCC(N2C(=O)C3CC=CCC3C2=O)CC1 (centres undefined)
  22, 2.2%
COc1ccc2c(c1)CCc1c(C(=O)Nc3ccn(Cc4ccc(C)cc4)n3)noc1-2
  ·, -3.6%
CN(C(=O)CSc1nc2cc([N+](=O)[O-])ccc2n1-c1ccc(F)cc1)C1CCS(=O)(=O)C1 (centres undefined)
  -9, 0.0%
Cc1sc2ccc3sccc3c2[n+]1C
  9, -4.0%
Cc1ccc(C)c(N2CCN(S(=O)(=O)c3ccc4[nH]c(=O)c(=O)[nH]c4c3)CC2)c1
  ·, -2.7%
COc1ccc2nc(C)cc(SCC(=O)NNC(=O)COc3ccccc3)c2c1
  4, ·
CC1CCN(C2CCN(C(=O)c3ccccc3F)CC2)CC1
  -12, 1.7%
CCCCN1C(=O)c2ccc(C(=O)NC3=NCCS3)cc2C1=O
  -4, -5.1%
c1ccc2[nH]c(-c3nc4ccccc4[nH]3)nc2c1
  ·, -2.1%
COc1ccccc1C1Nc2cccc3cccc(c23)N1
  7, 2.7%
COC(=O)c1cc(S(=O)(=O)N2CCOCC2)ccc1Sc1ccccc1N
  5, 0.3%
CNC(=S)N(Cc1ccc(OC)cc1)Cc1cc2cccc(C)c2[nH]c1=O
  -14, -4.3%
CCn1c(CNc2ccccc2Cl)nnc1SCC(=O)NCc1ccccc1
  0, -5.7%
CC(C)(C)NC(=O)Cn1c(SCC(=O)NC2CCCCC2)nc2ccccc21
  -1, -0.8%
COc1ccc(C(=O)N/N=C/c2ccc(OC)c(CN3CCc4cc(OC)c(OC)cc4C3C)c2)cc1 (centres undefined)
  3, -2.8%
CCOc1ccc(OCC)c(Nc2cc(C)nc3ncnn23)c1
  5, 1.7%
Cc1ccc(CSC2=Nc3ccccc3C3=NC(=O)CN23)cc1
  3, -5.5%
CCC(C)(C(=O)NC1CCCC1)N(C(=O)c1ccccn1)c1ccccc1 (centres undefined)
  ·, -6.3%
OCC1(Cc2ccc(Cl)cc2)CCN(Cc2ccc3nsnc3c2)CC1
  -7, -6.5%
COc1ccc(Cl)cc1NC(=S)NCCO
  ·, 5.0%
COc1cc(/C=N/NC(=O)c2cc(-c3ccc4c(c3)OCO4)n[nH]2)ccc1O
  8, 1.5%
CCn1c(=Nc2ccc(N3CCOCC3)cc2)ccc2ccccc21
  ·, -3.2%
Cc1ccc(Sc2cnn(-c3ccccc3)c(=O)c2Cl)cc1
  -8, 2.2%
COc1ccc(-c2cc(N3CCCC3)n3ncnc3n2)cc1
  8, 2.7%
CS(=O)(=O)N1CCN(c2ccccc2NC(=O)c2cccs2)CC1
  4, -7.7%
O=c1[nH]c(SCCOc2ccccc2)nc2ccccc12
  ·, -3.1%
CCOc1ccc(NC(=O)CSc2nnc(Cc3cccn3C)n2-c2ccc(F)cc2)cc1
  -11, 2.7%
Cc1cc(OCCCCCNCCO)cc(C)c1Cl
  12, -3.8%
COc1ccc(C(=O)N2CCN(C(C)=O)CC2)cc1S(=O)(=O)NCc1ccc(Cl)cc1
  -6, 5.9%
Cc1ccc(OCC(=O)NCCO)c(Br)c1
  ·, -1.4%
CCOC(=O)N1CCC(NC(=O)C2CCN(S(=O)(=O)N3CCCC3)CC2)CC1
  4, -4.0%
CCOC(=O)CSc1nnc(Cn2nnc3ccccc32)n1-c1ccc(F)cc1
  6, 3.0%
Cc1ccc(S(=O)(=O)N(C)C)cc1NC(=O)Nc1ccccc1
  7, 2.4%
Cc1noc(C)c1C(=O)NCc1cccs1
  9, 3.2%
O=C(CN1C(=O)NC2(CCCC2)C1=O)Nc1ccc(F)c(F)c1F
  ·, -1.6%
Cn1c(SCc2cc(=O)[nH]c3ccccc23)nnc1-c1ccc(Br)cc1
  7, 2.3%
CCOc1ccc(NS(=O)(=O)c2cc(C)c(C)cc2C)cc1
  -11, 1.2%
Nc1cc(-c2nc3ncccc3o2)ccc1Cl
  ·, -4.7%
Cc1ccc([N+](=O)[O-])cc1NC(=S)NC(=O)C(C)(C)C
  3, -4.6%
Cc1cccc(N2CCN(Cc3nc(C4CC4)no3)CC2)n1
  0, -1.4%
CCOC(=O)N1CCC(NC(=O)c2ccc(CS(=O)(=O)c3c(Cl)cccc3Cl)o2)CC1
  11, -7.0%
O=C(NCCc1cn2ccccc2n1)C1CCCCC1
  4, -6.0%
Cc1ccc(C(=O)Cn2nc(C)c([N+](=O)[O-])c2C)c(C)c1
  12, -7.8%
O=C(Nc1ccccc1)OC1CCC2CC1CCC2OC(=O)Nc1ccccc1 (centres undefined)
  37, -2.4%
Cc1cc(C)c(S(=O)(=O)N2CCCOC2CNC(=O)C(=O)NCc2cccnc2)c(C)c1 (centres undefined)
  -16, 1.7%
Cc1cc2nc(C)n(CCCNC(=O)Nc3ccc(C#N)cc3)c2cc1C
  -5, 15%
O=C(C1CCCCC1)N1CCN(c2ccnc3cc(Cl)ccc23)CC1
  49, 2.7%
NS(=O)(=O)c1ccc(CCN=C(NS(=O)(=O)c2cccs2)c2ccccc2)cc1
  -11, 1.1%
C/C(=N\NC(=O)c1ccc(Cl)c(Cl)c1)c1ccc(Br)s1
  5, 2.0%
O=C(Nc1ccccc1)Nc1cccc(C(F)(F)F)c1
  -10, 4.7%
CCOC(=O)N1CCN(C(=O)c2c(O)c3cccc4c3n(c2=O)CC4)CC1
  ·, 1.7%
CCN(CC)C(=O)CC(c1ccc(F)cc1)c1ccc(OC(C)C)cc1 (centres undefined)
  5, 2.5%
[NH-]c1ncnc2c1N=C[N+]2=CC=CCO
  ·, -3.0%
COc1cccc(C(=O)NCCn2ccc3ccccc32)c1
  16, 0.3%
COc1ccccc1N1CCN(C(CNS(=O)(=O)c2ccc(C)cc2)c2cccnc2)CC1 (centres undefined)
  ·, -8.4%
O=C(Nc1cccc(F)c1)/C(=C\c1cccnc1)NC(=O)c1cccs1
  -4, 3.8%
CCOc1ccccc1NC(=O)NCc1ccccc1F
  -14, -0.8%
COC(=O)N/N=C(C)/C=C/c1ccccc1
  ·, 4.6%

# Continued.
# Order of values – Mtb RmlCD inh, GlmU inhibition
O/N=C1\CC2(Cc3nonc31)OCCO2
  -11, 4.7%
O=C(CSc1oc(-c2cccs2)nc1S(=O)(=O)c1ccccc1)NC1CCCCC1
  ·, 1.6%
c1ccc2c(-c3nnc4n3CCCCC4)cc(-c3ccncc3)nc2c1
  6, -3.5%
CCCCc1ccc(NC(=O)c2ccc(N(C)S(C)(=O)=O)cc2)cc1
  49, -0.4%
COc1ccc(S(=O)(=O)Nc2nc(C(F)(F)F)cs2)cc1
  2, 1.2%
Cc1cc(C)c(C#N)c(Sc2ccc(N)cc2)n1
  -8, -4.0%
Cc1ccc(Nc2c3c(nc4ncnn24)CCC3)cc1
  4, 6.6%
O=C(Nc1cccc(Cl)c1)Nc1cccc(C(=O)O)c1
  ?, 3.6%
N#C/C(=C/c1ccc(N2CCOCC2)o1)C(=O)NC1CCCCC1
  -8, 7.3%
NC(=O)Nc1n[nH]c(-c2ccccc2)n1
  -10, 3.0%
COc1ccccc1NC(=O)CSc1ncn[nH]1
  8, -3.0%
COC(=O)c1ccccc1N=Cc1c(O)[nH]c(=S)[nH]c1=O
  2, ·
Cc1ccc(OCCCCn2ccnc2)c([N+](=O)[O-])c1
  16, 2.3%
COc1cccc(OC)c1C(=O)Nc1cc(C)nn1-c1nc2ccccc2[nH]1
  4, -5.4%
COc1cccc(N2CC(O)=C(c3nc4ccccc4s3)C2=N)c1
  13, -0.3%
Cc1ccc(S(=O)(=O)N2CCC[C@H]2C(=O)OC(C)C(=O)Nc2ncc(Cl)cc2Cl)cc1 (some centres undefined)
  ·, -2.4%
COc1ccc(C(c2c(C)[nH]n(-c3ccccc3)c2=O)c2c(C)[nH]n(-c3ccccc3)c2=O)cc1OC
  -13, 0.7%
O=C1CC(/C=C/c2ccncc2)=Nc2ccccc2N1
  ·, -1.0%
CCOc1ccc(S(=O)(=O)Nc2ccccc2C(=O)N/N=C/c2c(OC)ccc3ccccc23)cc1
  6, 1.4%
O=C(Nc1ncn[nH]1)c1ccc(Cl)c(S(=O)(=O)N2CCCCCC2)c1
  ·, -3.1%
C#CCOCCOCCOCCNc1nc(N2CCN(C(=O)[C@H](CCC(=O)O)n3cc(C(N)Cc4ccc(O)cc4)nn3)CC2)nc(N2CCN(C(=O)[C@H](Cc3ccc(O)cc3)n3cc(C(N)[C@H](C)CC)nn3)CC2)n1 (some centres undefined)
  ·, -6.2%
N#CC1=C(SCC(=O)Nc2cccc3cccnc23)NC(=O)C(C#N)C12CCCCC2 (centres undefined)
  -14, 1.2%
CC1(C)CC(=O)/C(=N/Nc2ccc(Cl)cc2)CO1
  -6, 5.7%
COc1cc(C2c3c(-c4ccccc4O)n[nH]c3C(=O)N2Cc2ccco2)cc(OC)c1OC (centres undefined)
  -7, 3.7%
O=C(/C=C/c1cccc2ccccc12)c1ccncc1
  -4, 0.8%
CCOc1ccc(S(=O)(=O)/N=C(/c2ccccc2)N(C)C)cc1
  ·, 6.1%
Cc1cc(NC(=O)CSc2nnc(-c3ccncc3)n2-c2ccc(F)cc2)no1
  ·, -4.1%
Cc1ccc2c(CC(=O)Nc3sccc3C(N)=O)coc2c1
  -5, -6.7%
CCCNC(=O)c1ccc(CNc2c(N3CCC(C(=O)OCC)CC3)c(=O)c2=O)cc1
  6, -9.0%
COC(=O)Cc1c(O)ccn(C2CC2)c1=O
  8, -4.4%
COc1ccc(-c2cc3ncc(C(C)=O)c(C)n3n2)cc1
  -3, 1.1%
CO/N=C(/CNC(=O)c1ccc(F)cc1)c1ccc(Cl)cc1
  -9, ·
Cc1ccccc1/C(N)=N/OC(=O)c1cccs1
  ·, 0.6%
Cc1cc(C=C(C#N)C#N)ccc1N1CCCC1
  3, 2.9%
Oc1c(C=Nc2ccc(Cl)cn2)sc2ccccc12
  3, 0.7%
COCCNC(=O)[C@H]1C[C@@H]1[C@H](NP(=O)(c1ccccc1)c1ccccc1)c1ccccc1
  ·, 0.4%
Cn1cccc1-c1nc2ccc(NC(=O)c3ccco3)cc2[nH]1
  ·, -1.1%
COCCN1Cc2cccc(C(=O)NCc3ccc4c(c3)OCO4)c2C1=O
  -5, -6.1%
CCn1cc(/C=C/C(=O)Nc2ccn(Cc3c(F)c(F)cc(F)c3F)n2)cn1
  -4, 1.4%
Cc1cc(NC(=O)c2ccccc2Oc2ccccc2)no1
  ·, 1.2%
O=C(COC(=O)Cc1ccccc1F)Nc1cc(S(=O)(=O)N2CCOCC2)ccc1N1CCCC1
  -6, -1.1%
Cc1noc(/C=C/c2cccs2)c1S(=O)(=O)N1CCC(C(=O)NCCCN2CCC(C)CC2)CC1
  4, -2.2%
CC(=O)N=C1SC2CS(=O)(=O)CC2N1Cc1ccc(C)cc1 (centres undefined)
  6, 1.8%
COc1cc2cc(C)c3nnc(SCC(=O)Nc4cc(C)on4)n3c2cc1OC
  5, -1.2%
COc1cccc(C(=O)CC(C(=O)O)c2ccc(F)cc2)c1 (centres undefined)
  -11, ·
CCOC(=O)NC(=O)c1cn(N(C)c2ncc(C(F)(F)F)cc2Cl)c(=O)[nH]c1=O
  -14, -4.4%
CCN(CC)S(=O)(=O)c1ccc(OC)c(NC(=O)c2cc(=O)[nH]c3ccccc23)c1
  9, -2.5%
COc1ccc2oc(C(=O)c3ccccc3)c(N)c2c1
  ?, 3.5%
Cc1nc(NCc2ccco2)nc2c1C(=O)CC(C)C2 (centres undefined)
  -5, -0.9%
O=C(O)/C=C/C(=O)NCc1ccccn1
  8, 2.7%
N#CCSc1nc2ccccc2c(=O)n1CCC(=O)NC1CCCCC1
  ·, 8.9%
O=C(NCc1cccnc1)c1ccc(S(=O)(=O)N2CCCCCC2)cc1
  6, 0.1%
O=C1NC(=O)/C(=C/c2ccccc2OCc2ccccc2)S1
  -12, 4.1%
COc1ccc(N(CC(=O)N/N=C/c2cccc3c2OCCO3)S(=O)(=O)c2ccc(NC(C)=O)cc2)cc1
  14, 1.1%
Cn1cnnc1Sc1ccc(/C=C(\CC(=O)O)c2nc3ccccc3s2)cc1[N+](=O)[O-]
  14, ·
COc1ccccc1CNC(=O)c1cc2c(=O)n(C)c3ccccc3c2n1C
  ·, -0.5%
CC(C)(C)SCCNC(=O)COc1ccccc1
  ·, 3.9%
Cc1ccc(S(=O)(=O)NCCOc2nc(N(C)C)nc(N(C)C)n2)cc1
  -2, 1.6%
CCOC(=O)CSc1c(-c2ccccc2)c2cc(Cl)ccc2[nH]c1=O
  -4, 2.1%
CS/C(=N\S(=O)(=O)c1cccs1)Nc1ccc(Cl)cc1
  6, 5.6%

# Only part of the results is shown, so the mix of outcomes need not match the whole.
